Screening results: PubChem, several laboratories
NadD inh: inhibitors of S. aureus NadD, primary screen, biochemical, colorimetric, uHTS. purified NadD enzyme, colorimetric absorbance read-out. AID 602399, 2012. 360,000 compounds, 0.78% hits. Nicotinate-nucleotide adenylyltransferase NadD (Staphylococcus aureus N315). inhibition, % at 20 µM; in the data active = inhibition above about 26%; also: some compounds past the cut are filed as inactive
LMPTP inh: LMPTP phosphatase inhibitors, primary screen, biochemical, fluorescence intensity, uHTS; recombinant LMPTP-A, OMFP fluorogenic substrate; 360,000 compounds, 0.22% hits; Low molecular weight phosphotyrosine protein phosphatase (Homo sapiens), P24666; AID 651560, 2012; inhibition, % at 20 µM;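 active = compounds that cut the enzyme signal by at least half of the control window in the single-dose screen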;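 also: plate controls were DMSO wells with enzyme plus substrate for no effect and substrate without enzyme for full effect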
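Assay system: LMPTP-A phosphatase enzyme | Input: 0.625 nM enzyme | Also added: Fluorogenic phosphatase substrate OMFP at 400 µM final | Compound dosing: One test concentration per compound, 20 µM, with 3% DMSO overall | Schedule: 50 min enzyme reaction at room temperature, protected from light | Signal: Fluorescence intensity | Benchmarks: no-enzyme and uninhibited controls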
TbMetRS inhib: T. brucei MetRS inhibitors, primary screen, biochemical, luminescence | methionyl-tRNA synthetase (Trypanosoma brucei brucei) | purified T. brucei MetRS, ATP depletion, Kinase-Glo luminescence | inhibition, % at 11.9 µM | 360,000 compounds, 0.4% hits;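 active = inhibition above a per-plate cutoff of the control wells' mean inhibition plus 3 SD, cut at about 5.5% in these data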;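 also: 0% = DMSO wells median and 100% = median of wells with control inhibitor compound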
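Dosing: 11.9 µM compound single dose, 0.9% DMSO; Assay system: purified T. brucei MetRS enzyme; Measured by: Kinase-Glo luciferase luminescence reporting remaining unconsumed ATP; Schedule: 15 min plus 2 h at 25 °C.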
DNMT1 block: human DNMT1 methyltransferase inhibitors, primary screen, biochemical, molecular beacon, fluorescence, HinP1I cleavage, uHTS; inhibition (reported as % activation of signal), % at 10 µM; 360,000 compounds, 0.83% hits; AID 588458, 2011; in the data active = inhibition above about 50%
Scp1 inh: Scp-1 phosphatase inhibitors, primary screen, biochemical, colorimetric, uHTS; Carboxy-terminal domain RNA polymerase II polypeptide A small phosphatase 1 (Homo …; Recombinant Scp1, phosphopeptide, malachite green phosphate absorbance; inhibition, % at 20 µM; 340,000 compounds, 0.88% hits; AID 493091, 2011;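 active = inhibition above about 50% at 20 µM, limit read from the data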;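 also: plate controls were DMSO wells with enzyme for no effect and wells lacking enzyme for full effect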
Target sequence (Q9GZU7 76-261 limits assumed): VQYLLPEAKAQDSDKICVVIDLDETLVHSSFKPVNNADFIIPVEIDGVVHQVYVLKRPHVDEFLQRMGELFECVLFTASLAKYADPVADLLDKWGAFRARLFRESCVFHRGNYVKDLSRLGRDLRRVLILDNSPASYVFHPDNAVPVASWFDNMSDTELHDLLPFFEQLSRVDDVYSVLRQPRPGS
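assay system = SCP-1 phosphatase catalytic domain, residues 76-261 | buffer or medium = 50 mM Tris acetate pH 5.5, 0.005% Tween-20, 10 mM MgCl2 | incubation = enzyme reaction 45 min at room temperature, colour 5 min, stabilisation 30 min | signal = Phosphate-binding colour reagent, absorbance read at 630 nm | measure = % inhibition at 20 µM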
MsrA inh: bovine MsrA enzyme inhibitors, primary screen, biochemical, absorbance, HTS; Methionine sulfoxide reductase A (Bos taurus); purified bovine MsrA, absorbance read-out; inhibition, % at 15.5 µM; 360,000 compounds, 0.75% hits; AID 651718, 2012; in the data active = inhibition above about 4.5%;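 also: 0% = vehicle wells with enzyme and 100% = reference inhibitor wells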
CSN deneddyl inh: inhibitors of CSN-mediated cullin deneddylation, primary screen, biochemical, fluorescence polarization, uHTS. Purified CSN, SCF-Nedd8-OG deneddylation. inhibition, % at 12.5 µM. 360,000 compounds, 0.38% hits;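 active = pattern-corrected inhibition above about 35%, with an unprinted fluorescence ratio check between 0.5 and 1.5, limit read from the data, passing the limit was not always enough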;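 also: 0% = enzyme with substrate and 100% = substrate without enzyme; some results filed as inactive read as strong as hits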
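Assay system: Purified human Csn5 enzyme expressed in HEK293T cells | Amount: Enzyme 0.24 nM | Measured by: Fluorescence polarization readout | Medium: Tris/NaCl/DTT buffer, pH 7.5 | Compound dosing: One concentration, 12.5 µM, 0.25% DMSO | Times: 90 min incubation of compound, enzyme and substrate at room temperature | Control set: no-enzyme wells high, enzyme-with-substrate wells low | Read-out: % inhibition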
Rpn11 block: Rpn11 (PSMD14) deubiquitinase inhibitors, primary screen, biochemical, fluorescence polarization, uHTS. 360,000 compounds, 0.59% hits. 26S proteasome non-ATPase regulatory subunit 14 (Homo sapiens), O00487. human 26S proteasome, Ub4-pepOG fluorescence polarization; 20S core pre-blocked with epoxomicin. calls only at 20 µM;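 active = inhibition at 20 µM, scaled to each plate's controls, above about 33%, limit read from the data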
SUMO1-SIM PPI: modulators of SUMO1 protein-protein interactions, primary screen, biochemical, uHTS | SUMO1 binding to a labelled peptide, TR-FRET, 1 h | inhibition, % at 20 µM | 360,000 compounds, 0.33% hits | AID 602429, 2012; in the data active = inhibition above about 37%
Target sequence (P63165 whole entry, looked up): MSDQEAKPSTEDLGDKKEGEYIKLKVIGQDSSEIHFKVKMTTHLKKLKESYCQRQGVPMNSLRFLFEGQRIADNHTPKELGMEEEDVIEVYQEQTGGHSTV
STEP block: STEP phosphatase inhibitors, primary screen, biochemical, fluorescence intensity, uHTS. inhibition, % at 20 µM. 360,000 compounds, 0.25% hits. AID 588621, 2011. Tyrosine-protein phosphatase non-receptor type 5 (Homo sapiens), P54829. recombinant STEP, OMFP fluorogenic substrate;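 active = inhibition at 20 µM, scaled per plate between control wells, above about 37%, limit read from the data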;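 also: 0% = DMSO with enzyme and substrate and 100% = substrate only without enzyme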
Target sequence (P54829 whole entry, looked up): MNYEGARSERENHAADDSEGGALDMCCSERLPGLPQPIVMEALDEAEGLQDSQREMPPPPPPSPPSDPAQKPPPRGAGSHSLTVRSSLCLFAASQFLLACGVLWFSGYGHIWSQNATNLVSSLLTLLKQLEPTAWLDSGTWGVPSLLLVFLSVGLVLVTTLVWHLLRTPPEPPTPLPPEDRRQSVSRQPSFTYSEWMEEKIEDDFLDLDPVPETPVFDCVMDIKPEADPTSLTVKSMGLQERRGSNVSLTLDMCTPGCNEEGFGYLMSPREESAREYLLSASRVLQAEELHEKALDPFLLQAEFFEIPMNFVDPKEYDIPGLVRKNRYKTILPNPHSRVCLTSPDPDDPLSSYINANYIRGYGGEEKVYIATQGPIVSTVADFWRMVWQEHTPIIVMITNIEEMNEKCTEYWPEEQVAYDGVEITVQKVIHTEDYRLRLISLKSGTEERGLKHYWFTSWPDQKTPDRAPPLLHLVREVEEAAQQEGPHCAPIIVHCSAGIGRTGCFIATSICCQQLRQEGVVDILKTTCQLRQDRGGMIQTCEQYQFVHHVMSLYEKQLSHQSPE
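System: isolated STEP enzyme; schedule: 20 min enzyme reaction at room temperature, protected from light; medium: Bis-Tris buffer pH 6.0, 2.5 mM DTT, 0.005% Tween 20; signal: fluorescence, 480/540 nm; dosing: single compound dose of 20 µM, 1% DMSO final; also added: OMFP substrate, 25 µM final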
* hit, by the source's call; i = inactive; x = no result given.

Below each SMILES – NadD inh	LMPTP inh	TbMetRS inhib	DNMT1 block	Scp1 inh	MsrA inh	CSN deneddyl inh	Rpn11 block	SUMO1-SIM PPI	STEP block
O=C(CC(n1cncn1)C(Cl)(Cl)Cl)c1ccc([N+](=O)[O-])cc1 (configuration not stated)
→ 4.1	-1.1	0.3	0.8	2.0	-0.3	3.2	i	-36.3	1.9
Cc1cccc(NC(=O)NNC(=O)c2ccc3ccccc3c2)c1
→ -7.2	0.0	-0.3	5.2	1.1	1.0	2.0	i	2.4	-2.0
CC(C)(C)C(=O)COC(=O)c1c2c(nc3ccccc13)CCC2
→ 4.5	-0.4	-0.3	17.0	27.4	0.1	-9.0	i	-3.9	3.7
O=C(CCc1nc(-c2ccc(Cl)cc2)no1)NCC1CCCO1 (configuration not stated)
→ -2.2	0.5	-0.5	1.8	8.7	1.0	-3.7	i	0.1	-1.3
Cc1ccc(-c2nnc(N3CCOCC3)c3ccccc23)cc1S(=O)(=O)NCc1cccnc1
→ -3.6	0.6	-0.3	2.9	2.2	2.4	-1.5	i	7.2	-1.8
CCCCCCC1NC(C(=O)O)CS1 (configuration not stated)
→ -0.5	-2.2	-0.2	0.9	-14.7	-0.7	-1.2	i	-1.6	3.7
O=C(NCc1ccccn1)C(=O)NCC(c1ccco1)N1CCOCC1 (configuration not stated)
→ 5.0	-2.0	-0.1	-3.9	-12.3	0.1	1.5	i	0.5	-0.6
COC(C(=O)Nc1ccnn1C1CCN(C(=O)c2cccc(F)c2)CC1)c1ccccc1 (configuration not stated)
→ -3.4	-0.6	-1.2	7.4	1.8	-0.5	4.1	i	-7.8	-1.8
C=CCOC(=O)C(C#N)c1nc2ccccc2nc1N1CCN(Cc2ccccc2)CC1 (configuration not stated)
→ 3.8	4.3	-1.2	-14.3	1.1	0.3	1.9	i	-5.8	2.5
Cc1ccc2c(c1)nnn2C1CCN(CC(=O)NNC(=O)c2ccco2)CC1
→ -5.6	-1.2	0.0	-0.5	-5.4	0.5	-4.3	i	1.5	4.4
Cc1ccc2ncnc(Nc3ccc(C)c(C)c3)c2c1
→ 2.5	0.0	-0.2	-8.3	3.1	0.1	5.0	i	4.8	1.3
COC(=O)C1=C(C(=O)OC)[C@@H]2Nc3ccccc3[C@@]23C[C@@H](C(=O)OC)N(C(=O)c2cccs2)C3=N1
→ -1.0	0.1	-0.4	7.5	-2.7	-0.6	0.6	i	-0.7	-1.5
CN(C)S(=O)(=O)c1cc(NC(=O)COC(=O)c2ccc3c(c2)OCO3)ccc1Cl
→ -3.6	0.4	0.0	8.5	-3.9	-0.5	-1.4	i	3.6	0.2
Cc1nc2cc(-c3ccccc3)nn2c(C)c1CCC(=O)NC(C)c1ccc2c(c1)OCCO2 (configuration not stated)
→ 3.3	-1.0	-0.6	3.6	6.1	-0.3	1.7	i	8.0	-1.3
COc1ccc(Br)cc1/C=N/NC(=O)c1cc(OC)c(OC)c(OC)c1
→ 8.2	2.8	-0.1	-0.1	0.0	3.9	1.2	i	-3.9	2.6
O=C(NCc1ccco1)c1cccc(S(=O)(=O)N2CCc3ccccc32)c1
→ -7.5	-1.3	-0.8	6.1	0.3	-1.2	-10.0	i	0.3	1.9
CN(c1ccccc1)S(=O)(=O)c1ccc(Cl)c(C(=O)NCc2ccccc2CN2CCCC2)c1
→ -1.3	3.4	-0.3	4.2	-1.4	-1.2	-6.1	i	-4.8	0.1
N#C/C(=N\Nc1ccc(Cl)cc1)C(=N)N1CCCCCC1
→ -2.5	0.9	-1.0	2.2	-21.5	0.7	7.7	i	4.1	-0.2
CC(=O)/C(=N/Nc1ccccc1)Sc1nnc(CCc2ccccc2)n1-c1ccccc1
→ 9.1	-1.1	-0.8	3.9	12.7	2.9	-4.3	i	-11.3	1.3
CCOC(=O)c1sc2c(c1C)c(=O)c(C(=O)OCC)cn2CC
→ -2.2	-2.4	0.0	6.1	10.8	2.0	-1.4	i	4.6	1.9
Cc1ccccc1NC(=O)C1CCN(c2cc(-c3ccccc3)nc3ncnn23)CC1
→ 2.4	0.7	0.0	-0.7	-1.6	2.1	-0.3	i	2.2	-1.9
CCOC(=O)c1c(-c2ccccc2)oc2ccc(OCC(=O)NNC(=O)CCC(=O)O)cc12
→ 1.8	-0.1	-0.3	0.2	-13.5	0.9	1.7	i	-2.0	1.5
Cc1cc(C(=O)O)ccc1N=Cc1c(O)ccc2ccccc12
→ 3.8	-2.8	-0.4	-4.1	-13.9	1.7	9.8	i	-8.4	-0.2
Cc1ccccc1N1C(=O)C2ON(c3ccccc3)C(c3ccncc3)C2C1=O (configuration not stated)
→ 3.2	-1.8	0.0	-5.3	-7.0	3.0	6.3	i	0.3	-1.4
COc1ccc(OC(F)(F)F)cc1CC1(C)C(=O)Nc2c(Cl)ccc(Cl)c21 (configuration not stated)
→ -7.9	2.7	-0.1	5.5	x	x	0.4	i	0.1	0.9
COc1cc2c(cc1OC)C(C)N(C(=O)c1cc3n(n1)C(C(F)(F)F)CC(c1ccco1)N3)CC2 (configuration not stated)
→ -3.6	-0.2	-0.5	-1.5	-5.7	-0.3	7.4	i	-0.1	-2.0
COc1ccccc1N(CC(=O)NCc1ccco1)S(C)(=O)=O
→ 1.2	-0.6	-0.2	-0.4	-2.2	0.4	-6.8	i	1.5	-1.1
O=C(Nc1ccccc1F)c1cc(C(=O)Nc2ccccc2F)cc([N+](=O)[O-])c1
→ -6.9	-1.5	-0.5	1.0	-4.7	2.9	1.5	i	-25.6	0.3
COc1ccc(N2CCN(C(=S)Nc3ccc(OC)cc3OC)CC2)cc1
→ 0.9	0.8	-0.3	4.3	-1.9	-0.3	-2.3	i	11.3	4.6
CC1=C(C(=O)N2CCCCCC2)C2(CCC(C)CC2)OC1=O (configuration not stated)
→ -1.0	-1.3	-0.9	-1.4	-6.8	0.5	-1.1	i	-1.3	2.7
Cc1cccc(C)c1NC(=O)CN1C(=O)C(C)Oc2ccccc21 (configuration not stated)
→ 2.2	-0.1	0.1	0.4	-7.3	-0.6	1.7	i	-3.5	1.9
NC(=O)c1nn(CC(=O)Nc2cccc(S(=O)(=O)N3CCCCCC3)c2)c(=O)c2ccccc12
→ 12.2	0.0	-0.2	-5.2	-5.7	-0.2	-4.1	i	-1.2	-2.4
Cc1ccc(NC2CCCN(C(=O)c3ccoc3)C2)cc1C (configuration not stated)
→ -7.4	-0.1	-0.4	1.2	1.8	-0.2	1.6	i	0.0	-0.1
CC(CC(=O)Nc1cccc(F)c1)S(=O)(=O)c1ccc2c(c1)NC(=O)CO2 (configuration not stated)
→ 3.3	-1.3	0.2	0.6	-5.2	-1.1	-0.1	i	-1.5	-3.3
O=C(NC1CCCN(Cc2ccc(Cl)cc2)C1)c1ccccc1C(F)(F)F (configuration not stated)
→ -0.8	-0.9	0.6	-2.2	-7.7	-0.5	-0.8	i	-2.9	0.1
CC(=O)c1ccc(NC(=O)CCS(=O)(=O)c2ccc3c(c2)n(C)c(=O)c(=O)n3C)cc1
→ -4.7	0.3	0.1	23.6	71.3*	x	-4.2	i	19.3	0.9
Cc1cccc2sc(N(CCCN(C)C)C(=O)c3nc4ccccc4s3)nc12
→ 11.1	2.2	0.0	7.8	-3.9	-0.1	7.9	i	-3.4	0.6
COc1ccc(S(=O)(=O)N(C)C[C@H]2OCc3cn(nn3)CCCC(=O)N([C@H](C)CO)C[C@@H]2C)cc1
→ -3.7	6.0	-1.9	2.1	x	0.0	1.9	i	0.4	1.0
COc1cccc(NC(=O)C(Sc2nnnn2C)c2ccccc2)c1 (configuration not stated)
→ -0.2	0.2	-0.4	-3.9	-6.1	1.5	3.6	i	2.5	6.6
CSc1sc(C(=O)NCC2CC2)c2c1S(=O)(=O)N(C)c1ccccc1-2
→ 0.1	2.3	0.2	6.3	-4.3	-1.7	1.5	i	-96.9	-1.0
CCCCOC(=O)n1c(SCC(=O)N(C)C)nc2ccccc21
→ -0.7	0.2	0.3	-0.3	0.2	-0.8	1.9	i	0.3	1.5
COc1cccc(CN2CCC(C(=O)NC(c3ccc4c(c3)OCO4)c3ccccn3)CC2)c1 (configuration not stated)
→ -10.7	-0.5	0.3	-1.1	x	-0.1	4.5	i	-0.6	1.4
